Screens deposited in PubChem by National Center for Advancing Translational Sciences (NCATS).
Tau fibril ThT: qHTS for Inhibitors of Tau Fibril Formation, Thioflavin T Binding; AID 1460, 2008; Potency, µM (series often up to 57.4 µM), for the others: at the highest dose activity, negative = inhibition, most hits filed as inhibitors; 270,000 tested, 2.1% active; Microtubule-associated protein tau (Homo sapiens), P10636; recombinant tau K18 P301L, heparin-induced fibrillization, ThT fluorescence; note: % is set by controls: 0 for no effect and ±100 for the full control effect; nearly all actives have a fitted effect of over 55% in size
Target sequence (P10636 561-689 P618L limits assumed): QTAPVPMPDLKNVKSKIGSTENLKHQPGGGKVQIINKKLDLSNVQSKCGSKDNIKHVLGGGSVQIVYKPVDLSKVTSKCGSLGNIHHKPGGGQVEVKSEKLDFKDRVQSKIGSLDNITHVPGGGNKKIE
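In this qHTS, human K18 P301L tau is incubated with compound and heparin for 6 hr at 37 C, and Thioflavin T fluorescence then reports fibril load.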
ALDH1A1 inh: qHTS Assay for Inhibitors of Aldehyde Dehydrogenase 1 (ALDH1A1); Purified ALDH1A1, NADH fluorescence, propionaldehyde substrate; Potency, µM (doses to about 75.3 µM), inactives show at the highest dose activity, negative = inhibition, actives largely listed as inhibitors; Aldehyde dehydrogenase 1A1 (Homo sapiens), P00352; AID 1030, 2008; 220,000 tested, 7.3% active; active = well fitted inhibition curve with a large enough effect, not every such curve was filed as active; inconclusive = small, poorly fitted or top-dose-only effect, or another doubt; inactive = no such curve, though single readings can be large or run the other way;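 note: plate controls were no enzyme wells and a reference inhibitor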
Target sequence (P00352 whole entry, looked up): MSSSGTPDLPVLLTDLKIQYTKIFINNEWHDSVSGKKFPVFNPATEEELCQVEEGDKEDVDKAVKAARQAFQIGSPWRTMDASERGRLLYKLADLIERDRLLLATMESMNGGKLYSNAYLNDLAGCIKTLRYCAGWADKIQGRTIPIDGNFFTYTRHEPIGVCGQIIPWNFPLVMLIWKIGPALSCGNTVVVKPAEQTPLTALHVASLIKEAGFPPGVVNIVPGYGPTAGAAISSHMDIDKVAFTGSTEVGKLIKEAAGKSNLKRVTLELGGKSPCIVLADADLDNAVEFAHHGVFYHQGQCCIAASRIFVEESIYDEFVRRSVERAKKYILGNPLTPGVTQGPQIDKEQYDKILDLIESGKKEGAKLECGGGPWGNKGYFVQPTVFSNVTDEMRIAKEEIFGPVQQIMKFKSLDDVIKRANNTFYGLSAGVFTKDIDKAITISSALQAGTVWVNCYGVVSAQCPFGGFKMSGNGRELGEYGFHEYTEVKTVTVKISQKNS
HttQ103 aggreg: qHTS Multiplex Assay to Identify Dual Action Probes in a Cell Model of Huntington: Aggregate Formation (GFP); PC12 HttQ103-GFP aggregates, Acumen cytometry, 40 h; Potency, µM (doses to about 46.1 µM), for the others: at the top dose activity change, negative = inhibition, actives largely listed as inhibitors; 220,000 tested, 1.1% active; note: % is set by controls: 0 for no effect and ±100 for the full control effect; nearly all actives have a fitted effect of over 60% in size
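Aggregate formation scored by laser-scanning cytometer (488 excitation, 500–530 emission) in lysed PC12 cells expressing Q103-GFP after 100 nM tebufenozide induction; library tested in dose series, with ATPLite reagent added in the multiplex.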
HTT ATP protect: qHTS Multiplex Assay to Identify Dual Action Probes in a Cell Model of Huntington: Cytoprotection (ATP); Potency, µM (top dose mostly 56.4 µM), inactives show cytoprotection (ATP increase), usual class: activators; 230,000 tested, 0.14% active; PC12 HTT-Q103 induced, cytoprotection, ATP luminescence, 40 h;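 note: % of control where 0% means no effect; nearly all actives have a fitted effect of over 45% in size; toxic huntingtin expression switched on by the ecdysone agonist tebufenozide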
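ATP quantification (ATPlite) reports survival of PC12 cells in which tebufenozide, 100 nM final, switches on Htt exon 1 with 103 glutamines linked to GFP; compounds are titrated.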
KDM4E inh: qHTS Assay for Inhibitors of Human Jumonji Domain Containing 2E (JMJD2E); Lysine-specific demethylase 4E (Homo sapiens), B2RXH2; AID 2147, 2009; 230,000 tested, 1.6% active; JMJD2E catalytic domain, FDH-coupled NADH fluorescence (FDH is formaldehyde dehydrogenase); Potency, µM (titrated, usually from 57.1 µM), without a hit: at the top dose activity change, negative = inhibition, actives largely listed as inhibitors; active = well fitted inhibition curve with a large enough effect, not every such curve was filed as active; inconclusive = small, poorly fitted or top-dose-only effect, or another doubt; inactive = no such curve, though single readings can be large or run the other way;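 note: 0% = wells with enzyme and -100% = buffer wells without enzyme; nearly all actives have a fitted effect of over 50% in size; many of its hits are not listed in these tables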
Target sequence (B2RXH2 1-337 limits assumed): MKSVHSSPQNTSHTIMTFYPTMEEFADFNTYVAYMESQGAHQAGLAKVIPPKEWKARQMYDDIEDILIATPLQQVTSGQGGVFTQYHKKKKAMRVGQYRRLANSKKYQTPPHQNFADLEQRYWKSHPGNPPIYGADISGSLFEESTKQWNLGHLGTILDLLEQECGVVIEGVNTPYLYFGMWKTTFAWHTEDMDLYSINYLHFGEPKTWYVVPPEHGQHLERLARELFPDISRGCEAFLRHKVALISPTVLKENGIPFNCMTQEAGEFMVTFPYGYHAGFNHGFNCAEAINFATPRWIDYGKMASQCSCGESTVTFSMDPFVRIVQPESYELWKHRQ
SMN2 splice up: qHTS Assay for Enhancers of SMN2 Splice Variant Expression. HEK293 SMN2-luciferase splicing reporter, luminescence, 30-36 h. Potency, µM (highest dose often 46.1 µM), without a hit: at the highest dose activity change, positive = activation, hits mostly activators. 210,000 tested, 2.8% active. AID 1458, 2008; note: % of control where 0% means no effect; nearly all actives have a fitted effect of over 55% in size
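qHTS luciferase splicing reporter: luminescence rises when SMN2 exon 7 is included in transfected HEK293 cells. Compound exposure lasted 30-36 h at 37C, with 4.5 mM final sodium butyrate as control, followed by a ONE-Glo read.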
Tau FP inhib: qHTS for Inhibitors of Tau Fibril Formation, Fluorescence Polarization; Microtubule-associated protein tau (Homo sapiens), P10636; K18 P301L tau heparin fibrillization, Alexa594 FP, 6 h; Potency, µM (series often up to 57.7 µM), for inactives: at the top dose activity, negative = inhibition, usual class: inhibitors; 280,000 tested, 0.39% active; note: % is set by controls: 0 for no effect and ±100 for the full control effect; nearly all actives have a fitted effect of over 55% in size
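Quantitative HTS format: compounds meet 15 uM recombinant K18 P301L tau and Alexa 594-tau tracer in 100 mM sodium acetate pH 7; 20 uM heparin triggers fibrillization at 37 C over 6 hr; FP gives the signal.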
Tau fluor cs: Counterscreen qHTS for Inhibitors of Tau Fibril Formation, Fluorescence Polarization; tau K18 P301L Alexa594 fluorescence, heparin fibrillization; Potency, µM (top dose mostly 57.7 µM), for the others: top-dose activity change, negative = decrease; 280,000 tested, 0.93% active; note: % is set by controls: 0 for no effect and ±100 for the full control effect; nearly all actives have a fitted effect of over 55% in size
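Human tau K18 P301L (15 uM unlabeled, 0.24 uM Alexa 594-labeled) in 100 mM sodium acetate pH 7 with 20 uM heparin, 6 hr at 37 C. ThT 30 uM added, 1 hr ambient; Alexa 594 FP and total fluorescence read at 555/632 nm.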
* marks the source's active call; other numbers are inactive results; ? = inconclusive; / = not tested or not shown; [ ] = remark or other dose. Unless noted, calls come from the whole dose curve; as a rule, active = well fitted curve in the direction sought with a large enough effect; inconclusive = small, poorly fitted or top-dose-only effect, or another doubt; inactive = no such curve, though single readings can be large; an effect the other way counts as inactive or inconclusive. Potency is the fitted concentration of half-maximal effect. These rows are one share of the data (hit frequency here may not be typical).

The line under a structure holds: HTT ATP protect	Tau FP inhib	Tau fibril ThT	SMN2 splice up	ALDH1A1 inh	KDM4E inh	Tau fluor cs	HttQ103 aggreg
O=C(N/N=C/c1cc(Br)ccc1O)C(c1ccncc1)N1CCOCC1 (stereo not given)
 : 7.7%[10 µM]	-3.0%	1.6%	-96.7%[inhibitor]	?	6.5%	4.3%	?
CC12CCCCN1CCCc1c2[nH]c2ccccc12 (stereo not given)
 : -20.7%[10 µM]	-6.1%	?	0.8%	-3.0%	3.2%	-15.0%	4.8%
O=C(Nc1ccc(N2CCN(C(=O)c3ccccc3)CC2)c(Cl)c1)c1ncn[nH]1
 : 11.2%[10 µM]	-4.8%	?	/	/	-12.6%	-6.2%	-29.1%[9.22 µM]
COc1ccc(CCN(Cc2cccs2)S(=O)(=O)c2ccc(-n3cnnn3)cc2)cc1OC
 : -14.0%[10 µM]	?	?	-64.0%[inhibitor]	0.7%	-4.3%	?	-21.2%
CCCC(=O)Nc1ccc(C(=O)NNC(=O)c2cccs2)cc1
 : 15.8%	-8.9%	-2.6%	6.7%	9.6%	7.9%	-4.8%	13.5%
COC(=O)c1ccccc1NC(=O)N1CCN(c2ccc(OC)cc2)CC1
 : -5.3%[10 µM]	0.5%	?	-12.0%	1.7%	0.4%	-26.3%	-11.3%[9.22 µM]
C/C=C(\C)C(=O)NCCN1C2=NC[C@H](Cc3ccc(O)cc3)N2C[C@H]1Cc1ccc(O)cc1
 : -12.1%[10 µM]	1.5%	1.1%	/	1.5%	3.1%	1.0%	13.1%[9.22 µM]
C=CCc1c(C)[nH]c2ccc(C)cc2c1=O
 : 0.9%	3.0%	5.6%	-1.6%	5.8%	-9.3%	10.5%	-16.4%
CCOC(=O)C1CCN(CCC(=O)Nc2cccc(C)c2)CC1
 : 15.1%[10 µM]	10.7%	15.0%	/	?	7.7%	9.1%	10.0%[9.22 µM]
O=C(NCCCN1CCOCC1)c1ccc(CS(=O)(=O)Cc2ccccc2Cl)o1
 : 20.9%	2.8%	2.2%	-14.5%	8.3%	-2.1%	7.5%	23.7%
O=C(CSc1ncnc2sc(-c3ccccc3)cc12)NC1CCS(=O)(=O)C1 (stereo not given)
 : -37.3%	-2.6%	-1.7%	-21.8%	-14.8%	?	-15.8%	3.1%
C=CCOc1ccc2c(c1)C(=NO)c1cc(OCC=C)ccc1-2
 : -43.3%[inhibitor]	?	7.94µM*	-34.0%[inhibitor]	0.9%	-1.2%	?	14.4%[1.84 µM]
COc1ccccc1C(=O)N1CCN=C1c1ccccc1
 : -5.8%[0.074 µM]	0.8%	-2.2%	5.8%	8.4%	8.1%	3.6%	-2.2%
CCOC(=O)CC1C(=O)NCCN1Cc1cccc(C(F)(F)F)c1 (stereo not given)
 : -41.5%[inhibitor]	3.2%	-8.1%	4.1%	-3.1%	5.6%	-7.3%	-24.2%
C(=Nc1ccc(Nc2ccccc2)cc1)c1ccc2ccccc2c1
 : 2.5%[10 µM]	?	7.94µM*	21.9%	?	4.0%	8.91µM*[quencher]	0.3%
CCc1ccc(OCC(=O)NC(NC(=S)Nc2ccc(Cl)cc2)C(Cl)(Cl)Cl)cc1 (stereo not given)
 : -16.0%[10 µM]	?	-3.2%	-72.3%[inhibitor]	8.9%	6.5%	-29.5%	-31.5%
CC(=O)c1ccccc1OCCCN1CCCCC1
 : -20.2%	-9.2%	?	/	6.8%	-9.6%	-23.3%	-28.3%
COc1ccnc(N=CNOCc2ccc(Cl)cc2)c1C#N
 : 12.1%[10 µM]	-8.6%	/	/	/	5.0%	-7.1%	-12.4%[9.22 µM]
Cc1cc2ccccc2n1CCNC(=O)c1ccc(Br)o1
 : -4.7%[10 µM]	-15.3%	?	/	5.62µM*	-23.4%	-13.0%	-28.5%[9.22 µM]
Cc1ccc(-n2c(-c3ccco3)nc3c(cnn3-c3ccccc3Cl)c2=O)cc1
 : /	-3.0%	-6.8%	-14.8%	/	/	-8.7%	/
O=C(CSc1ncccc1C(=O)O)c1ccccc1F
 : -20.8%	-8.2%	-10.3%	8.6%	-13.3%	-18.5%	-9.3%	-1.5%
O=c1oc2ccccc2nc1/C=C(\O)c1ccc(Br)cc1
 : -18.7%[10 µM]	-9.2%	/	/	/	?	-12.6%	-16.8%[9.22 µM]
Cc1cc(=O)oc2cc(OCC(=O)NCc3cccnc3)ccc12
 : -3.0%	-1.3%	-3.7%	-9.1%	?	?	5.8%	9.5%[9.22 µM]
Cc1ccc(NC(=O)OCC(F)(F)C(F)F)cc1NC(=O)OCC(F)(F)C(F)F
 : -29.4%	-8.7%	6.8%	-17.9%	16.4%	-5.4%	-19.5%	-23.0%
CCOc1ccc2nc(NC(NC(=O)CC)(C(=O)OC)C(F)(F)F)sc2c1 (stereo not given)
 : -18.2%	3.2%	4.0%	-0.1%	7.0%	8.6%	1.5%	-12.8%[9.22 µM]
C=CCOc1cccc(CNn2nnnc2N)c1
 : 14.1%[10 µM]	0.5%	-3.8%	3.6%	7.3%	3.8%	0.3%	-4.5%[9.22 µM]
N#Cc1c(N)nc2c(c1-c1ccc(F)cc1)c(=O)nc1sccn12
 : /	?	11.7%	25.2%	-16.2%	4.4%	13.2%	25.5%
COc1ccc(C(=O)NNC(=O)Cn2nnc(-c3ccc(OC)c(OC)c3)n2)cc1
 : -35.0%	-10.8%	?	0.0%	-0.2%	-11.9%	-9.4%	4.3%[9.22 µM]
Cc1cccc(C2=NN(c3ccc(Br)cc3)[C@@H](C(=O)N3CCOC3=O)[C@@H]2C)c1
 : -168.7%[inhibitor]	6.0%[81.3 µM]	?	/	?	/	?	/
COCCn1c(CCC(=O)O)ccc1-c1cccs1
 : /	-9.0%	-4.6%	9.8%	?	?	-6.3%	18.8%

New compounds follow.
The line under a structure holds: HTT ATP protect	Tau FP inhib	Tau fibril ThT	SMN2 splice up	ALDH1A1 inh	KDM4E inh	Tau fluor cs	HttQ103 aggreg
Fc1ccc(NC(=S)NC23CN4CN(CN(C4)C2)C3)cc1
 : 35.2%[10 µM]	-0.9%	-2.3%	14.8%	-5.9%	-5.9%	-5.0%	?
Cc1cc(NC(=O)c2cc(-c3ccc4c(c3)OCO4)on2)n(-c2ccccc2)n1
 : -25.0%	-4.1%	-10.7%	-6.7%	-121.5%	-2.6%	-1.5%	14.0%
Cc1nn(-c2ccccc2)c(=S)c2ccccc12
 : /	-6.7%	-8.5%	25.4%	-10.6%	0.1%	-3.8%	14.7%
Cc1ccc(C(=O)c2cn(Cc3cccc(C)c3)c3nc(C)ccc3c2=O)cc1
 : /	6.8%	?	2.3%	/	/	-15.0%	/
COc1ccc(/C=N/OC/C(O)=C(\C#N)c2nc3ccccc3[nH]2)cc1
 : -39.8%[inhibitor]	8.9%	-15.0%	2.6%	11.2%	2.8%	-20.3%	10.2%
COc1ccc(NC(=O)Cc2nnc(N)s2)cc1
 : -10.4%	-3.9%	-18.2%	/	-3.4%	-19.3%	-13.7%	-13.7%
Cc1ccc2c(CC(=O)Nc3ccccc3C(F)(F)F)coc2c1C
 : /	-7.7%	1.1%	3.7%	/	/	-3.7%	/
Cc1cc(C)cc(NC(=O)CSc2nnc(CNC(=O)c3c(F)cccc3Cl)o2)c1
 : /	-13.6%	-18.0%	?	/	/	-22.8%	/
Cn1nc(C(=O)N2CCc3ccccc3C2)c2ccccc2c1=O
 : 1.5%	3.3%	-4.1%	-22.6%	?	0.3%	-3.5%	27.3%
Cc1ccc(NC(=O)N(Cc2c[nH]c3ccccc23)C2CCCCCC2)cc1C
 : /	-5.1%	-8.7%	-13.2%	/	/	-22.9%	/
Cc1ccccc1-c1cc(C(=O)Nc2sc(C)c(C)c2C(N)=O)c2ccccc2n1
 : -54.8%[inhibitor]	?	22.4µM*	-97.5%[inhibitor]	?	-9.7%	?	?
CCOC(=O)c1c(-c2ccc(OC)cc2)oc2ccc(OCc3ccccc3C)cc12
 : /	-18.0%	-10.0%	3.9%	/	/	-13.2%	/
O=C(CN1CCCN(S(=O)(=O)c2ccc(Br)s2)CC1)Nc1ccc(Cl)cc1
 : -8.3%	3.7%	-14.9%	-44.3%[inhibitor]	4.47µM*	0.7%	?	4.9%
CCOC(=O)C(=CNc1cccnc1Oc1ccc(C)c2c1CCC2)C(=O)OCC
 : 5.5%[10 µM]	-0.5%	?	/	/	91.2%[activator]	-15.0%	15.9%[9.22 µM]
CCN(CC)S(=O)(=O)c1ccc(-c2nnc(SCC(=O)N3c4ccccc4CC3C)n2CC)cc1 (stereo not given)
 : 13.3%[10 µM]	1.3%	-9.1%	-43.5%[inhibitor]	?	-9.0%	-1.3%	-27.4%
Cc1cccc(NC(=O)NNC(=O)c2c(Cl)c(C)nn2C)c1
 : /	6.4%	1.9%	-19.4%	-11.5%	2.5%	9.4%	4.1%
CC(=O)Nc1sc(NC(=O)c2ccccc2)nc1-c1cccs1
 : -35.3%[inhibitor][10 µM]	-1.4%	?	0.7%	5.5%	17.5%	-11.7%	-9.1%
CCN(CC)c1ccc(/C=N/N2C(=O)c3ccccc3C2=O)c(O)c1
 : /	4.1%	3.7%	?	?	-0.3%	-20.7%	15.8%
